Salmonella PhoP GFP = PhoP regulon inhibitors, Salmonella typhi PhoP promoter GFP reporter, confirmatory (AID 1850); Salmonella Typhi PhoP-promoter GFP reporter, fluorescence, 4 h; higher % means a stronger effect; inhibition, % at 50 µM, or IC50 in µM where a hit was titrated; 0.33% of 310,000 active; in the data active = a potency from the dose series; inconclusive = inhibition mostly from about 25% at the one dose, without a potency; inactive = the rest, 99 in 100 with inhibition below about 19%;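 note: 0% = induced wells with vehicle and 100% = uninduced wells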
tuberculosis growth = growth inhibition of non-replicating M. tuberculosis (AID 488890). Mycobacterium tuberculosis non-replicating, growth inhibition; higher % means a stronger effect. one-dose inhibition, % at 25 µM; IC50 in µM for titrated hits. 0.39% of 320,000 active; in the data active = a potency from the dose series; inconclusive = inhibition mostly from about 82% at the one dose, without a potency; inactive = the rest, 99 in 100 with inhibition below about 76%;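 note: plate controls were DMSO cells for no effect and high antibiotic wells for full effect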
inhibitors of VEEV = inhibitors of VEEV TC-83 cytopathic effect, confirmation, Vero cells (AID 588727); Vero cells, VEEV TC-83 cytopathic effect inhibition; higher % means a stronger effect; inhibition, % at 20 µM; hits with a dose series show IC50 in µM; 0.13% of 350,000 active; in the data active = a potency from the dose series; inconclusive = inhibition mostly from about 14% at the one dose, without a potency; inactive = the rest, 99 in 100 with inhibition below about 12%; note: strong numbers were not always called active
H37Rv inhibition = M. tuberculosis growth inhibition, HTS (AID 449762); M. tuberculosis H37Rv growth inhibition, 7H9 media; higher % means a stronger effect; inhibition, % at 25 µM, or IC50 in µM where a hit was titrated; 0.59% of 330,000 active; in the data active = a potency from the dose series; inconclusive = inhibition above about 70% without an active follow-up result;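 note: bacterial growth assessed after seven days of incubation; strong numbers were not always called active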
influenza NS1A = H1N1 influenza NS1A inhibitors, functional cell based assay (AID 504329); NS1A functional cell-based assay, percent inhibition; higher % means a stronger effect; inhibition, % at 12.5 µM; hits with a dose series show IC50 in µM; 0.3% of 340,000 active; in the data active = a potency from the dose series; inconclusive = inhibition above about 27% without an active follow-up result; note: strong numbers were not always called active
inhibitors of VEEV 10K pilot screen = further read-out of inhibitors of VEEV, marked with its call; inhibition, %; measured here: 10K pilot screen inhibition
The depositor's hits bear a star; i = inactive; ? = inconclusive; · = not tested or not shown.

SMILES	Salmonella PhoP GFP	tuberculosis growth	inhibitors of VEEV	H37Rv inhibition	influenza NS1A	others
COc1ccc(CCC(=O)NCc2ccco2)cc1	-6%	53%	0.4%	-1%	1%
CN(c1ccccc1C(=O)N1CCN(c2ccccc2F)CC1)S(=O)(=O)c1ccccc1	-1%	2%	3.9%	-1%	-2%
CCN(CC(=O)Nc1c(F)cccc1F)C(=O)CNC(=O)c1ccc(Br)o1	4%	-13%	3.9%	-14%	-3%
O=S(=O)(c1ccc(Oc2ccccc2)cc1)N1CCOCC1	-8%	-1%	0.3%	-5%	23%
CCc1cc(C(=O)Cc2ccccn2)c(O)cc1O	-17%	9%	i	-2%	-10%
c1ccc(-c2nn3nnnc3c3ccccc23)cc1	6%	17%	3.0%	11%	3%
Cc1ccc(OCc2cc(C(=O)N3CCc4sccc4C3)no2)cc1C	-4%	19%	7.6%	-5%	-6%
COc1ccccc1-c1cc(C(=O)NC(C)c2ccccc2)no1 (stereo unspecified)	0%	10%	i	4%	11%
CCOC(=O)c1ccc(NC(=O)C2CC3CCC2C3)cc1 (stereo unspecified)	-6%	27%	0.2%	?	·
O=c1[nH]c(=O)n(Cc2ccco2)c2c1C(C(F)(F)F)(C(F)(F)F)N=C(Cc1ccccc1)N2	-3%	25%	i	-9%	-22%
COc1ccnc(N=CNOCc2ccc(C)cc2)c1C#N	6%	4%	0.0%	5%	-1%
O=C(COC(=O)C1(c2ccccc2F)CCCC1)N1CCOCC1	5%	1%	0.1%	1%	-9%
Cc1ccc(S(=O)(=O)N2CCOC23CCN(C(=O)c2ccc(Cl)cc2Cl)CC3)cc1	6%	19%	2.1%	3%	-1%
CCOC(=O)c1sc(NC(=O)c2c(C)nn(Cc3ccccc3)c2C)cc1C	3%	29%	6.5%	46%	2%
COc1ccc(CNCC(=O)Nc2cc(OC)cc(OC)c2)cc1	6%	-2%	i	4%	0%
COc1ccc(OC)c(Nc2cc(-c3ccccc3)nc(N)n2)c1	9%	-1%	·	62%	·
O=C(Nc1ccc(Cl)c(C(F)(F)F)c1)C(=O)N1CCCCC1	9%	12%	7.9%	10%	-2%
CN1C(=O)CC(P(=O)(c2ccccc2)c2ccccc2)N(C)C1=O (stereo unspecified)	17%	-7%	i	-2%	-22%
CCOC(=O)C(NC(=O)c1cccc(Cl)c1)(OCc1ccccc1)C(F)(F)F (stereo unspecified)	-4%	-17%	0.2%	9%	1%
CCn1cnc2cc(NS(=O)(=O)c3ccc(OC)c(OC)c3)ccc21	0%	-9%	0.6%	-4%	1%
Cn1cccc1/C=N/NC(=O)CNc1cccc2ccccc12	-1%	11%	2.2%	-8%	·
Oc1ccc(Cl)cc1CNCc1cccc2ccccc12	4%	?	i	13%	-5%
CCN(Cc1cc2ccccc2[nH]c1=O)C(=O)C1CCCCC1	-4%	16%	1.1%	-3%	7%
C=CCn1c(C)cc(C(=O)COC(=O)c2n[nH]c(=O)c3ccccc23)c1C	·	1%	i	1%	0%
CCNS(=O)(=O)c1ccc(S(=O)(=O)N(Cc2ccccn2)C2CCCCC2)cc1	6%	41%	0.3%	-7%	-4%
COc1ccc(-n2c(/C=C3/C(=O)Nc4ccccc43)nc3ccccc3c2=O)cc1	15%	-4%	3.9%	-10%	1%	inhibitors of VEEV 10K pilot screen=1.1
O=C(COC(=O)/C=C/c1ccc(Cl)c(Cl)c1)NC1CCS(=O)(=O)C1 (stereo unspecified)	·	15%	1.1%	-6%	-20%
COc1cc(-c2ccc(N)c(OC)c2)ccc1N	·	-2%	0.4%	-10%	6%
Cc1cccc(N2CCN(c3nc4nonc4nc3N3CCSCC3)CC2)n1	3%	-5%	6.1%	5%	15%
CC1CN(C(=S)Nc2cccc(F)c2)CC(C)O1 (stereo unspecified)	1%	-11%	0.8%	1%	-4%
Fc1ccccc1N1CCN(Cc2nc(-c3ccc(Cl)cc3Cl)no2)CC1	7%	-8%	1.2%	-4%	-2%	inhibitors of VEEV 10K pilot screen=2.0
CC(C)(C)c1ccccc1NC(=O)c1cc(-c2ccncc2)nc2ccccc12	·	41%	9.7%	5%	-11%
O=C1C2CC=CCC2C(=O)N1c1ccc(N2CCN(c3ccccn3)CC2)c([N+](=O)[O-])c1 (stereo unspecified)	-11%	14%	0.4%	-7%	2%
Cc1onc(-c2ccccc2Cl)c1C(=O)N(C)Cc1ccccc1	9%	17%	i	11%	-5%
CC(C)=N/N=C1/NC(=O)C(c2ccc(Cl)cc2)S1 (stereo unspecified)	·	·	i	·	-8%
CC1=C(C(=O)N2CCOCC2)C(c2ccc(-c3ccccc3)cc2)NC(=S)N1 (stereo unspecified)	-2%	-8%	0.9%	0%	-4%

No new results follow: entries from further up.
SMILES	Salmonella PhoP GFP	tuberculosis growth	inhibitors of VEEV	H37Rv inhibition	influenza NS1A	others
COc1ccc(-n2c(/C=C3/C(=O)Nc4ccccc43)nc3ccccc3c2=O)cc1	15%	-4%	3.9%	-10%	1%	inhibitors of VEEV 10K pilot screen=1.1
O=C(COC(=O)/C=C/c1ccc(Cl)c(Cl)c1)NC1CCS(=O)(=O)C1 (stereo unspecified)	·	15%	1.1%	-6%	-20%

Entries listed so far with a Cl atom (8):
SMILES	Salmonella PhoP GFP	tuberculosis growth	inhibitors of VEEV	H37Rv inhibition	influenza NS1A	others
Cc1ccc(S(=O)(=O)N2CCOC23CCN(C(=O)c2ccc(Cl)cc2Cl)CC3)cc1	6%	19%	2.1%	3%	-1%
O=C(Nc1ccc(Cl)c(C(F)(F)F)c1)C(=O)N1CCCCC1	9%	12%	7.9%	10%	-2%
CCOC(=O)C(NC(=O)c1cccc(Cl)c1)(OCc1ccccc1)C(F)(F)F (stereo unspecified)	-4%	-17%	0.2%	9%	1%
Oc1ccc(Cl)cc1CNCc1cccc2ccccc12	4%	?	i	13%	-5%
O=C(COC(=O)/C=C/c1ccc(Cl)c(Cl)c1)NC1CCS(=O)(=O)C1 (stereo unspecified)	·	15%	1.1%	-6%	-20%
Fc1ccccc1N1CCN(Cc2nc(-c3ccc(Cl)cc3Cl)no2)CC1	7%	-8%	1.2%	-4%	-2%	inhibitors of VEEV 10K pilot screen=2.0
Cc1onc(-c2ccccc2Cl)c1C(=O)N(C)Cc1ccccc1	9%	17%	i	11%	-5%
CC(C)=N/N=C1/NC(=O)C(c2ccc(Cl)cc2)S1 (stereo unspecified)	·	·	i	·	-8%

(further entries)
SMILES	Salmonella PhoP GFP	tuberculosis growth	inhibitors of VEEV	H37Rv inhibition	influenza NS1A	others
O=C(Cn1nc(C(F)(F)F)c2c1CCCC2)Nc1ccc2c(c1)OCO2	-10%	13%	1.5%	-14%	-3%
CS(=O)(=O)N(CC(=O)N1CCN(Cc2ccccc2)CC1)c1ccccc1Br	-8%	13%	0.3%	-4%	-3%
Cc1ccc(C(C)C)c(OCC(=O)Nn2c(=O)[nH]c3ccccc3c2=O)c1	6%	-17%	8.0%	4%	1%
COP(=O)(OC)C(Nc1ccc(Cl)cc1)c1ccccc1 (stereo unspecified)	-3%	51%	1.1%	9%	-1%
COCCNC(=O)c1ccccc1NC(=O)c1ccccc1N(C)S(=O)(=O)c1ccc(C)cc1	-5%	15%	0.1%	1%	-1%
CCOc1ccc(C2=NNC(c3cccs3)=Nc3ccc(OC)cc32)cc1	4%	48%	5.1%	?	12%
CC(C)OCCCNS(=O)(=O)c1ccc2c(c1)oc(=O)n2C	-4%	-17%	1.1%	-3%	2%
O=C(O)c1c(-c2ccccc2)c(-c2ccccc2)nc2ccccc12	9%	12%	1.1%	5%	-7%
CCCCCCNC(=O)C(C(=O)OCC)C1CCCCC1 (stereo unspecified)	4%	14%	0.5%	-2%	-2%
Cc1ccc(Nc2nc(N)c([N+](=O)[O-])c(N3CCOCC3)n2)cc1	-11%	-15%	3.0%	-3%	3%
COc1ccc(S(=O)(=O)N2CCCOC2CNC(=O)C(=O)NC2CCCC2)cc1 (stereo unspecified)	-5%	1%	i	-16%	2%
O=C(CSc1nc2sc3c(c2c(=O)n1-c1ccccc1)CCCC3)N/N=C/c1ccc(C(=O)O)cc1	-16%	11%	i	6%	6%

The final 4 entries of the part before open the next one:
SMILES	Salmonella PhoP GFP	tuberculosis growth	inhibitors of VEEV	H37Rv inhibition	influenza NS1A	others
CCCCCCNC(=O)C(C(=O)OCC)C1CCCCC1 (stereo unspecified)	4%	14%	0.5%	-2%	-2%
Cc1ccc(Nc2nc(N)c([N+](=O)[O-])c(N3CCOCC3)n2)cc1	-11%	-15%	3.0%	-3%	3%
COc1ccc(S(=O)(=O)N2CCCOC2CNC(=O)C(=O)NC2CCCC2)cc1 (stereo unspecified)	-5%	1%	i	-16%	2%
O=C(CSc1nc2sc3c(c2c(=O)n1-c1ccccc1)CCCC3)N/N=C/c1ccc(C(=O)O)cc1	-16%	11%	i	6%	6%
Cc1cc2cc(CCNC(=O)C(C)C)c(=O)[nH]c2cc1C	-7%	2%	i	3%	-5%
Cc1nc(-c2cccc(NC(=O)C3CCCCC3)c2)cs1	8%	9%	2.2%	-5%	-17%
Cc1ccc(-n2c(COc3c(C)cccc3C)nnc2SCC(=O)Nc2nccs2)cc1	-6%	-2%	i	5%	27%
COC(=O)c1[nH]c2cccc(Cl)c2c1NC(=O)CN(C)C1CCCCC1	-6%	25%	9.3%	3%	2%
Cc1cc(C)n(CC(C)(O)c2ccccc2)n1 (stereo unspecified)	-10%	0%	1.0%	0%	0%
O=C(Nn1nnnc1Nc1ccccc1)C12CC3CC(CC(C3)C1)C2	1%	26%	1.5%	-2%	3%
CCCCCn1c(CN2CCCCC2C)nc2c1c(=O)n(C)c(=O)n2C (stereo unspecified)	-6%	20%	i	50%	10%
CCCCNC(=O)Nc1cc(C(=O)OC)ccc1C	1%	-9%	1.3%	3%	10%
O=C(/C=C/c1cccs1)Nc1ccncc1	4%	9%	i	-3%	21%
Cn1c(=O)c2nc(NCc3ccccc3)sc2n(C)c1=O	·	·	i	·	-9%
NS(=O)(=O)c1ccc(NC(=S)NC(=O)c2cccnc2)cc1	11%	8%	3.5%	0%	·
O=[N+]([O-])c1ccc(S(=O)(=O)NCC2CC3CCC2C3)cc1 (stereo unspecified)	-12%	7%	0.7%	10%	-36%
Oc1ccc(Cl)cc1C1=NCCNC(C(F)(F)C(F)F)=C1	10%	8%	i	-3%	-2%
CCOC(=O)c1cnc2nc(NCc3ccc(OC)c(OC)c3)[nH]n2c1=O	5%	9%	0.4%	5%	14%
COc1ccccc1N1CCN(C(=O)c2c(C)cc(=O)oc2C)CC1	5%	1%	2.6%	12%	-35%
CCOc1ccc(S(=O)(=O)NCc2ccncc2)cc1NC(=O)c1ccccc1	-9%	10%	0.8%	-6%	-6%
O=C(COC(=O)c1cc(=O)[nH]c(=O)[nH]1)Nc1cccc(S(=O)(=O)N2CCOCC2)c1	-8%	1%	1.9%	-3%	1%
CCCCNc1c([N+](=O)[O-])cc(C)cc1[N+](=O)[O-]	0%	0%	i	0%	27µM*
CSc1cccc(NC(=S)N(Cc2ccc(C)cc2)Cc2ccccn2)c1	3%	35%	0.7%	1%	0%
CCOc1ccc2nc(SCC#N)c(C#N)cc2c1	-10%	22%	10%	·	-5%
Cc1cn(C(=O)c2cccc(Br)c2)c(C)n1	-6%	·	0.5%	-3%	4%

Assay outcomes from PubChem.
